# Screens (PubChem BioAssay)
# mcGAS MS inh: inhibitors of Mus musculus cyclic GMP-AMP synthase, initial high-throughput assay, cell-free, RapidFire MS; Q8C6L5; recombinant mouse cGAS, cGAMP by RapidFire MS; inhibition, % at 12.5 µM; 0.18% of 130,000 active; AID 1259397, 2018;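 active = inhibition of cGAS enzyme activity at or above 60%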;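 note: enzyme stimulated by 45 bp dsDNA with ATP and GTP substrates; cGAMP share of summed cGAMP plus half ATP and half GTP signals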
# Target sequence (Q8C6L5 whole entry, looked up): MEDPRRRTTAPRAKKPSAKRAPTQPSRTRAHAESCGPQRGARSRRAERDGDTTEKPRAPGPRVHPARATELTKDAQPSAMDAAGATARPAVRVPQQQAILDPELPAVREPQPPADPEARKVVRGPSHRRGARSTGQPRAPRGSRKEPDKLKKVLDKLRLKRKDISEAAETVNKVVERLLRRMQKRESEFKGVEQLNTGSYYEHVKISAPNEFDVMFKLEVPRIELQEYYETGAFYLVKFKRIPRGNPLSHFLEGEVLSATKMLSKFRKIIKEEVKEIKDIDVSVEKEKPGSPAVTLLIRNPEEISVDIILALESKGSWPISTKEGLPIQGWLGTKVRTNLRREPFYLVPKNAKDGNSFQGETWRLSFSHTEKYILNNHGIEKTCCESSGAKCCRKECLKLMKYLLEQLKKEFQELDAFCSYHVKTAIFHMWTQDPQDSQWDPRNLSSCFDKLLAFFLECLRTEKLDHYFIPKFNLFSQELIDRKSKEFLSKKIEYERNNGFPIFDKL
# * hit, by the source's call; & = joins results of further samples. Some of the compounds tested (hit frequency here may not be typical).
molecule	mcGAS MS inh
O=C1NC(=S)NC(=O)C1=Cc1ccc(Cl)cc1	-0.1
O=C(NCc1cccc(OC(F)(F)F)c1)c1cn(C2CCCCC2)nn1	-9.5
CC(=O)O[C@H]1CC[C@@]2(C)C(=CCC3C2CC[C@]2(C)C(=O)CCC32)C1 (stereo partly specified)	5.1
CCN(CC)P(=S)(c1c(C)n(CC)c2cccc[n+]12)N(CC)CC	-6.1
O=C1NC2(CCNCC2)Nc2ccc(I)cc21	-8.3
CC(C)(NC(=O)c1cccs1)C(=O)NCCc1cnc[nH]1	-9.2
CC1(C)C(C=C(Cl)Cl)C1C(=O)OC(C#N)c1cccc(Oc2ccccc2)c1 (stereo unspecified)	1.7
NCCc1cccc(-c2ccc(F)cc2Cl)c1	-14.4
O=C(c1coc2ccccc12)N1C[C@@H](c2ccccc2)[C@@H]2[C@H]1C1CCN2CC1	-25.5
N#CC1(c2ccccc2)CCN(C(=O)c2cccnc2Oc2ccc(Cl)cc2)CC1	1.1
CC1(C)CC(=O)c2sc(N[N+](=O)[O-])nc2C1	-8.2
CN1C2CCC1CN(c1ccncc1Cl)CC2 (stereo unspecified)	-5.0

# Taken from above:
# CC(C)(NC(=O)c1cccs1)C(=O)NCCc1cnc[nH]1 @ mcGAS MS inh: -9.2
# CN1C2CCC1CN(c1ccncc1Cl)CC2 (stereo unspecified) @ mcGAS MS inh: -5.0

# (listing goes on)
molecule	mcGAS MS inh
CN(C(=O)Cc1cn(C)c2ccccc12)C1CCCN(Cc2ccccc2F)C1 (stereo unspecified)	-3.7
CN1CCN2CCN(c3nc(N)nc4nc[nH]c34)CC2C1 (stereo unspecified)	-20.1
CN1CCN2CCN(c3ncccc3Cl)CC2C1=O (stereo unspecified)	-24.9
O=C(Nc1cccc(Cl)c1Cl)c1cccn(Cc2ccccc2)c1=O	-8.0
COC(=O)C1(O)c2ccccc2C2(C)C(C)=C(C)C21C (stereo unspecified)	-18.4
Cc1ccnc(N2C[C@H](c3cccc(F)c3F)[C@@H]3[C@H]2C2CCN3CC2)n1	-18.3
COc1ccc(-n2c(SCC(C)C)nc3ccccc3c2=O)cc1OC	10.3
COC(=O)CN1CN(c2ccccc2)C2(CCN(Cc3ccc4ccccc4c3)CC2)C1=O	-11.5
O=C(O)c1cccnc1CN1CC=C(c2ccccc2)CC1	-7.1
CCc1ccccc1NC(=O)c1cccn(Cc2cccc(F)c2)c1=O	-6.4
Cc1cc(NCc2cnc(C)c(C)c2)nc(N2CCCCC2)n1	-13.5
CC(=O)c1ccc(OCC(=O)N2CCCC(N3CCN(c4ccccc4C)CC3)C2)cc1 (stereo unspecified)	-4.6&-1.9

# Three of the compounds above, with each value named.
CN1CCN2CCN(c3nc(N)nc4nc[nH]c34)CC2C1 (stereo unspecified)
  mcGAS MS inh: -20.1
CN(C(=O)Cc1cn(C)c2ccccc12)C1CCCN(Cc2ccccc2F)C1 (stereo unspecified)
  mcGAS MS inh: -3.7
CCc1ccccc1NC(=O)c1cccn(Cc2cccc(F)c2)c1=O
  mcGAS MS inh: -6.4

# More records:
molecule	mcGAS MS inh
C(=Nc1ncn[nH]1)Nc1ncn[nH]1	3.0
CCCOC(=O)CCCNC(O)C(Cl)(Cl)Cl (stereo unspecified)	4.0
CN(C)C(=S)SSC(=S)N(C)C	-9.3
CN1CCNC(=O)C12CCN(C(=O)Cc1ccccn1)CC2	-17.0
c1ccc(CNC2C[C@@H]2c2ccccc2)cc1 (stereo partly specified)	-1.6
Cc1ccsc1C(=O)C1CCCN(Cc2nc3ccc(F)cc3[nH]2)C1 (stereo unspecified)	3.0
CCn1nc(C)c(NC(=O)CNC(C)Cc2cccs2)c1C (stereo unspecified)	-5.6
CC[C@@H]1C=CC=CC[C@H](C)[C@@H](O)[C@@H](C)C(=O)[C@H](C)[C@@H](O)[C@H](C)C(=O)[C@H](C)[C@@H](O)[C@H](C)C=CC(=O)O[C@H]2[C@@H](C)[C@@H](CC1)O[C@@]1(CC[C@@H](C)[C@@H](C[C@H](C)O)O1)[C@@H]2C	-8.1
CCN1CCCC1CNS(=O)(=O)c1ccc(C#N)c(Cl)c1 (stereo unspecified)	-2.1
O=C(c1ccccc1F)N1CCSC12CCNCC2	-0.2

# Five consecutive entries already listed:
molecule	mcGAS MS inh
Cc1cc(NCc2cnc(C)c(C)c2)nc(N2CCCCC2)n1	-13.5
CC(=O)c1ccc(OCC(=O)N2CCCC(N3CCN(c4ccccc4C)CC3)C2)cc1 (stereo unspecified)	-4.6&-1.9
C(=Nc1ncn[nH]1)Nc1ncn[nH]1	3.0
CCCOC(=O)CCCNC(O)C(Cl)(Cl)Cl (stereo unspecified)	4.0
CN(C)C(=S)SSC(=S)N(C)C	-9.3
